CAL PDZ FP-1 = inhibitors of human CAL PDZ peptide binding; purified CAL PDZ, TMR-peptide fluorescence polarization, 1 h; inhibition, % at 24.9 µM; actives 0.92% (n = 300,000); AID 602252;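 active means mean inhibition of at least 30% with at least half of replicates also reaching 30%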;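 further: 0% = DMSO neutral control and 100% = excess unlabeled competitor peptide PRC23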
SR-BI HDL uptake = blocks mouse SR-BI lipid uptake from DiI-HDL; Q61009; ldlA[mSR-BI] CHO cells, DiI-HDL uptake fluorescence, 3 h; inhibition, % at 12.5 µM; actives 0.96% (n = 320,000);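 active means mean replicate inhibition of at least 70% and a set share of replicates each scoring 70 or more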;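 further: 0% = median of neutral control wells and 100% = median of positive control wells; values of inactives mirror those of a sister screen read the other way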
Target sequence (Q61009 whole entry, looked up): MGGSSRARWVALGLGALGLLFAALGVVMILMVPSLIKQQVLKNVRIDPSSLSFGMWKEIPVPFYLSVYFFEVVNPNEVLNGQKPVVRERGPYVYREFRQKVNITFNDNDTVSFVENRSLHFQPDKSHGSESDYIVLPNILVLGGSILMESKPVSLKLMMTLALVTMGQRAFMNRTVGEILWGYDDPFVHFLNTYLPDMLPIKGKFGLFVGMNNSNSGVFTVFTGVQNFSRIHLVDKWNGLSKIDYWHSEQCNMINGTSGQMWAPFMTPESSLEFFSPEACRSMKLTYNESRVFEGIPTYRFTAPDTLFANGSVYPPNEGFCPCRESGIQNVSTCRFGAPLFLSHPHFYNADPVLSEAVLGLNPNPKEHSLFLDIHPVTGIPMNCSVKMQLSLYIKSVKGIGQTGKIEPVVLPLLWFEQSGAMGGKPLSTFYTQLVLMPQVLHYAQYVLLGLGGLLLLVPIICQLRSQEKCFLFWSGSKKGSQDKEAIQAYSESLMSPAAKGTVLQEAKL
MITF act = activators of MITF-driven TRPM1 promoter activity in SK-MEL-5 cells; SK-MEL-5 TRPM1-promoter luciferase, 24 h; % of positive control, neutral wells = 0; activation, % at 12.5 µM; actives 0.75% (n = 300,000);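 active means mean activation of at least 80% with every replicate also reaching 80%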;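 further: 0% = neutral control wells and 100% = parthenolide positive control wells; values of inactives mirror those of a sister screen read the other way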
PfHsp90 yeast 2 = reduces growth (ATP signal) of yeast expressing P. falciparum Hsp90. S. cerevisiae expressing PfHsp90, BacTiter-Glo ATP, 48 h; yeast lacking PDR1 and PDR3 efflux regulators. actives 0.32% (n = 310,000). inhibition, % at 9.4 µM;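 active means every replicate shows inhibition above about 80%, whatever the replicate mean, limit read from the data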;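 further: 0% = DMSO neutral controls and 100% = 20 µM radicicol positive controls; yeast relying on Plasmodium falciparum Hsp90 in place of its own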
PvdQ acylase = blocks Pseudomonas aeruginosa PvdQ acylase activity. purified PvdQ acylase, fluorescence plate reader. inhibition, % at 10 µM. actives 0.063% (n = 340,000). AID 488965; in the data active means inhibition above about 30%, passing the limit was not always enough;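 further: 0% = vehicle neutral wells and 100% = reference inhibitor wells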
CAL PDZ FP-2 = blocks peptide binding to human CAL PDZ domain. purified CAL PDZ, TMR-peptide fluorescence polarization, 1 h. AID 504414. Q9HD26. inhibition, % at 20 µM. actives 0.02% (n = 330,000);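 active means highest replicate inhibition of at least 40%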;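 further: plate controls were DMSO neutral control wells for no effect and unlabeled competitor peptide control wells for full effect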
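Material – purified CerCALP PDZ construct · Detection – FP readout, S and P plane fluorescence · Measure – percent inhibition from loss of millipolarization · Controls – unlabelled peptide for full inhibition, DMSO wells as neutral · Probe or stimulus – TMR-labelled reporter peptide T*-PRC34 bound in PDZ groove · Times – 1 h at RT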
Rtt109 HAT inh = blocks Candida albicans Rtt109/Vps75 acetyltransferase activity. Q5AAJ8. purified Rtt109/Vps75, ThioGlo CoA-SH fluorescence, 4 h. inhibition, % at 34.9 µM. actives 0.16% (n = 330,000);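 active means inhibition of at least 50% in every replicate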
Target sequence (Q5AAJ8 whole entry, looked up): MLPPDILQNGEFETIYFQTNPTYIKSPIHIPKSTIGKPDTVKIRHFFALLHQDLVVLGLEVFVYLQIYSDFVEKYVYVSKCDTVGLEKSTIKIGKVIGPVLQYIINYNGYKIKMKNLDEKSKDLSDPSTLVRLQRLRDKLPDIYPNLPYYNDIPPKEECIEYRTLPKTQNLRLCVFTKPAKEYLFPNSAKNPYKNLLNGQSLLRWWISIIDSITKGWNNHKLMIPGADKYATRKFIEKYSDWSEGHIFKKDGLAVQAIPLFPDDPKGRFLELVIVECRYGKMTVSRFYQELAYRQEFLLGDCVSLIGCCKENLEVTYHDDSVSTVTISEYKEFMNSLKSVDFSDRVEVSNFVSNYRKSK
NSD2 inh = inhibitors of human histone methyltransferase NSD2; O96028; NSD2 peptide methylation, AlphaScreen, 120 min; inhibition, % at 12.5 µM; actives 0.54% (n = 310,000); AID 743445; in the data active means inhibition above about 50%
dFosB activator = activators of mouse delta FosB homodimer. AID 493131. purified delta FosB, TAMRA-CDK5 oligo fluorescence polarization; percent of positive-control signal above neutral wells. actives 0.99% (n = 340,000). activation, % at 25 µM;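 active means mean activation above about 17%, with every replicate also reaching it, limit read from the data, passing the limit was not always enough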;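 further: fluorescence polarization rise as delta FosB binds a TAMRA Cdk5 AP-1 oligo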
SR-BI DiI-HDL act = enhances SR-BI lipid uptake from DiI-HDL; actives 0.096% (n = 320,000); AID 504775; CHO ldlA[mSR-BI] cells, DiI-HDL uptake fluorescence, 3 h; 100 = double the neutral-control signal; activation, % at 12.5 µM;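 active means mean replicate activation of at least 60% and every replicate at or above 60%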;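 further: 0% = median plate neutral-control signal and 100% = twice that signal; values of inactives mirror those of a sister screen read the other way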
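material = CHO ldlA[mSR-BI] cells | medium = Ham's F12 with 0.5% BSA, HEPES 25 mM, pH 7.4 | reagent = fluorescent DiI-HDL, 10 µg/mL final | compound dosing = single-point compound dose | incubation = 3 h, 37 °C | measured by = bottom-read fluorescence, 550/595 nm | measure = HDL uptake via cellular fluorescence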
Active calls of the source: *; · = no result given.

CAL PDZ FP-1	SR-BI HDL uptake	MITF act	PfHsp90 yeast 2	PvdQ acylase	CAL PDZ FP-2	Rtt109 HAT inh	NSD2 inh	dFosB activator	SR-BI DiI-HDL act	molecule
-2	14	0	2	-14	-0.7	-1	-7	-9	-14	COCCCn1c(=O)c2ccccc2n(Cc2ccc(C)cc2)c1=O
-1	-19	1	1	-19	0.3	3	-4	1	19	COc1ccc(OCCC(=O)NC2CCCCC2)cc1
-2	14	18	-6	-4	0.3	2	·	-11	-14	Cc1nnc2ccc(N3CCN(c4cccc(C(F)(F)F)c4)CC3)nn12
33*	-15	4	-3	-5	-2.3	1	2	4	15	Cc1ccccc1N(C(=O)c1csnn1)C(C(=O)NC1CCCC1)c1ccncc1 (stereo unspecified)
1	36	-2	10	4	-0.6	9	-3	7	-36	CCOc1ccccc1NC(=S)Nc1ccc(S(N)(=O)=O)cc1
7	·	-3	2	-10	-1.9	-4	3	3	·	CCN(CC)C(=O)Cc1c(O)c2ccccc2[nH]c1=O
-2	-7	9	-17	-9	-1.2	-2	2	2	7	O=C(CN1C(=O)COc2ccc(S(=O)(=O)N3CCCC3)cc21)NC1CC1
-2	-15	2	-15	30	-1.3	-1	1	-11	15	O=C1C2C(C(=O)N1CC1CCCO1)C1C=CC2C12CC2 (stereo unspecified)
-2	25	-21	·	-10	1.9	-2	·	30*	-25	CCOC(=O)c1ccc(-n2cccc2/C=C2\NC(=O)NC2=O)cc1
-1	24	-17	7	-4	-2.6	-7	0	-10	-24	CC(=O)Nc1ccc(CC(=O)NCCC(c2ccccc2)c2ccccc2)cc1
·	9	·	-7	-2	0.2	2	1	5	-9	CCOC(=O)c1ccc(NC(=O)CSc2nccn2C)cc1
-2	2	7	2	-10	-1.4	5	·	-5	-2	C=C1CCN([C@H](C(=O)NCc2ccc(Cl)c(Cl)c2)C(C)C)S(=O)(=O)c2ccccc21
5	1	45	11	14	0.0	0	-1	-1	-1	CCn1c(C)nc2cc(C(=O)N/N=C/c3ccccc3)ccc21
-3	9	-1	9	9	-2.8	17	·	-5	-9	CC(C)CC1(C)NC(=O)N(CC(=O)Nc2ccc3c(c2)CCC3)C1=O (stereo unspecified)
-2	2	-4	-17	3	-2.7	0	-1	0	-2	Cc1cc(NC(=O)c2ccc(S(=O)(=O)N(C)CC3CCCO3)cc2)no1 (stereo unspecified)
·	-1	·	·	15	0.8	3	·	-14	1	Cc1ccc2[nH]c(=O)c3cc(C(=O)N4CCN(C(=O)c5ccco5)CC4)sc3c2c1
-3	-7	10	-2	-11	-1.9	0	-4	1	7	CC1CC(C)CN(C(=O)CCNS(=O)(=O)c2cccs2)C1 (stereo unspecified)
1	-4	24	-11	-2	-2.3	-12	-5	-7	4	O=C(CNC(=S)NC(=O)c1ccccc1)c1ccccc1
-5	-5	·	·	-9	·	0	0	-7	5	CCCCNC(=O)C1CCCN1C(=O)NC1CCCCC1 (stereo unspecified)
-2	-10	8	12	21	-0.3	3	·	0	10	COCCCN1C(=O)C(=O)/C(=C(/O)c2ccc(OC)cc2)C12C(=O)N(C)c1ccccc12 (stereo unspecified)
2	74*	7	2	-32	-2.3	-7	-4	0	-74	CCOC(=O)c1sc2nc(N3CCOCC3)c3c(c2c1N)CCCC3
-1	34	·	9	-3	-1.6	2	·	3	-34	Cc1[nH]c2ccccc2c1CCN(Cc1cccnc1)C(=S)Nc1ccc(F)cc1
·	-4	6	-4	-8	0.3	-10	-3	-7	4	CC1CC(=O)N(CC(=O)Nc2ccc(F)cc2)c2ccccc2S1(=O)=O (stereo unspecified)
0	0	2	-20	-17	-0.9	-1	-1	1	0	COc1ccc(OCCCC(=O)NNC(=O)CCN2CCN(c3ccccc3)CC2)cc1
-2	-6	-21	-4	-2	-2.6	-1	-1	-4	6	COc1ccc(-c2cc(C)no2)cc1S(=O)(=O)Nc1ccccc1
3	37	-1	·	-8	-2.2	-2	-3	0	-37	COC(CNC(=O)CC1C(=O)N(Cc2ccccc2)C(C)c2nc3ccccc3n21)OC (stereo unspecified)
1	-2	-6	11	-12	0.5	10	·	-4	2	C#CCOCCOCCOCCNc1nc(N2CCN(C(=O)[C@H](CCCCN)n3cc([C@@H](N)[C@H](C)CC)nn3)CC2)nc(N2CCN(C(=O)[C@H](CCC(=O)O)n3cc([C@@H](N)CCSC)nn3)CC2)n1
·	28	-8	5	-10	-0.2	5	15	1	-28	COc1ccc(N2CCN(C(=O)c3cccc(S(=O)(=O)N4CCCc5ccccc54)c3)CC2)cc1
-8	-17	0	-4	11	-2.0	6	1	-1	17	CCC(=O)N1CCc2cc(S(=O)(=O)N3CCCCCC3)ccc21
-4	-24	·	-3	-8	-1.6	-7	4	-3	24	NC1=NC2(CCN(Cc3ccccc3)CC2)n2c(nc3ccccc32)N1
3	22	-7	-11	12	-1.2	-1	0	-1	-22	CCCCC(=O)NC(c1ccc([N+](=O)[O-])cc1)c1c(O)ccc2ccccc12 (stereo unspecified)
0	-10	4	29	-13	1.1	-3	0	-9	10	Cc1cccc(C(=O)NCC(=O)OCC(=O)c2ccc(C)s2)c1
-3	-18	-14	0	-11	0.6	3	-2	5	18	CC1(C)Cc2ccccc2-c2nnc(-c3ccccn3)n21
-3	-11	·	-12	-25	-1.1	-8	0	-7	11	CCS(=O)(=O)N1CCCC(C(=O)Oc2ccc(Br)cc2)C1 (stereo unspecified)
0	5	-8	12	2	-0.7	4	2	-4	-5	CCC(C(=O)NCc1ccco1)n1nc(C)c2c(C)n(-c3ccccc3)nc2c1=O (stereo unspecified)
1	12	·	28	-12	-0.9	-9	-8	3	-12	COc1cccc2cc(-c3nc4ccccc4[nH]3)c(=O)oc12
1	1	-4	4	-19	0.0	0	-1	-1	-1	CC(C(=O)Nc1ccccc1Cl)N(c1ccccc1)S(C)(=O)=O (stereo unspecified)
·	-3	9	-20	-15	-0.7	27	3	-3	3	CCc1ccc(S(=O)(=O)Nc2cc3c(cc2N2CCCCC2)n(C)c(=O)c(=O)n3C)cc1
·	-16	-1	5	-10	-0.7	-1	-1	-7	16	COc1ccc(C(=O)N2CCCC(CCC(=O)N3CCN(c4ccccn4)CC3)C2)cc1 (stereo unspecified)
2	·	30	-43	-24	-1.7	2	0	-15	·	COc1ccc(OCc2nnc(SCC(=O)NC3CCCCC3)o2)cc1
-3	53	6	-16	-12	-2.0	·	-1	-14	-53	Cc1ccc(-c2noc(-c3ccccc3C(=O)N3CCCC3)n2)cc1
-2	22	-30	-51	-1	0.5	2	·	-17	-22	CCOc1ccc(S(=O)(=O)N(CC(=O)N/N=C/c2ccc(-c3ccc([N+](=O)[O-])cc3)o2)c2ccccc2)cc1
-4	-25	-13	6	-5	-0.9	-4	-1	-4	25	COc1cccc(CNC(=O)CCC(=O)N2Cc3cccc(OC)c3Oc3ncccc32)c1OC
-1	4	-4	6	0	-0.5	8	·	-3	-4	O=C(Nc1ccc(Br)cc1F)C1CCCN(S(=O)(=O)c2cnc[nH]2)C1 (stereo unspecified)
-6	68	7	-3	-10	-1.4	0	-2	4	-68	CC1CCN(c2ccccc2NC(=S)NC(=O)c2ccco2)CC1
2	1	-11	12	-10	-2.6	-1	-2	-12	-1	CN(C)S(=O)(=O)c1cccc(NC(=O)COC(=O)c2ccc3c(c2)OCO3)c1
5	-2	-6	13	4	-0.2	18	-3	8	2	O=C(NNC1CC(=O)N(c2ccc(Cl)cc2)C1=O)c1ccccc1Cl (stereo unspecified)
·	4	1	-7	-2	-0.3	-19	4	-9	-4	COc1cc2c(cc1OC)n(CC(=O)NC1CCCCCC1)n1c(C)cc(=O)nc21

An excerpt from above in order of heavy-atom count, ascending.
CAL PDZ FP-1	SR-BI HDL uptake	MITF act	PfHsp90 yeast 2	PvdQ acylase	CAL PDZ FP-2	Rtt109 HAT inh	NSD2 inh	dFosB activator	SR-BI DiI-HDL act	molecule
-6	68	7	-3	-10	-1.4	0	-2	4	-68	CC1CCN(c2ccccc2NC(=S)NC(=O)c2ccco2)CC1
-3	53	6	-16	-12	-2.0	·	-1	-14	-53	Cc1ccc(-c2noc(-c3ccccc3C(=O)N3CCCC3)n2)cc1
2	·	30	-43	-24	-1.7	2	0	-15	·	COc1ccc(OCc2nnc(SCC(=O)NC3CCCCC3)o2)cc1
·	-16	-1	5	-10	-0.7	-1	-1	-7	16	COc1ccc(C(=O)N2CCCC(CCC(=O)N3CCN(c4ccccn4)CC3)C2)cc1 (stereo unspecified)
-4	-25	-13	6	-5	-0.9	-4	-1	-4	25	COc1cccc(CNC(=O)CCC(=O)N2Cc3cccc(OC)c3Oc3ncccc32)c1OC

More records
CAL PDZ FP-1	SR-BI HDL uptake	MITF act	PfHsp90 yeast 2	PvdQ acylase	CAL PDZ FP-2	Rtt109 HAT inh	NSD2 inh	dFosB activator	SR-BI DiI-HDL act	molecule
1	4	0	14	-10	0.1	-5	0	-6	-4	COc1cc(/C=C2\CCC(C3CCCC3)C2=O)ccc1OC(C)C (stereo unspecified)
-1	4	·	5	-7	-0.7	0	2	3	-4	CCOC(=O)C1CCCN(C/C=C/c2ccccc2)C1 (stereo unspecified)
-3	11	-7	-24	-13	-4.6	-30	1	20*	-11	COc1cc(CCN2C(=O)c3cccc4cccc(c34)C2=O)c(S(=O)(=O)NCCCO)cc1OC
-4	19	6	7	2	-0.7	23	0	7	-19	CN(C)c1ccc(C(=O)Nc2ccc(S(=O)(=O)Nc3nccs3)cc2)cc1
-3	8	·	·	-6	-2.1	·	19	2	-8	Cc1sc2c(c1C)c(=O)nc1scc(CC(=O)O)n12
0	-55	-88	29	14	-4.5	26	-1	-5	55	O=C(Nc1cccc(C(=O)O)c1)Nc1ccc2c(c1)OCO2
-3	17	18	-2	-7	-0.1	2	-1	3	-17	O=C(NNC(=O)c1cccc2ccccc12)c1ccc(Cl)cc1Cl
-5	3	-2	-17	-1	1.2	3	4	-5	-3	O=C(CN1C(=O)NC2(CCCc3ccccc32)C1=O)NCc1cccs1 (stereo unspecified)
-3	43	-2	-51	-2	-0.7	2	1	1	-43	COc1ccc(NC(=O)c2ccc3ccccc3c2)cc1NS(=O)(=O)c1ccc(F)cc1
-3	2	·	-12	8	-0.3	22	0	-1	-2	O=C(CSc1n[nH]c(-c2cccs2)n1)N1CCCC1
-1	8	·	-8	-4	-0.5	4	0	-6	-8	Cc1ccnc(N2CCC(C(=O)Nc3cccc(C(F)(F)F)c3)CC2)n1
4	2	-2	·	-8	-0.5	11	1	2	-2	C=CCn1c(SCC(=O)N2CCCCC2)nnc1-c1ccncc1
-1	-11	-6	-21	-4	-2.5	·	-1	1	11	CCC(CO)NC1=CC(=O)CCC1 (stereo unspecified)
56*	-4	0	19	-21	0.2	-1	2	-4	4	Fc1ccc(C(CCNCc2cccs2)c2ccco2)cc1 (stereo unspecified)

Bioassay records: PubChem BioAssay, Broad Institute
